Cardio protect – modulators protecting cardiomyocytes from myocardial damage | H9c2 cardiomyocytes, H2O2 injury protection, ATPLite, 2 h | protection from H2O2 cell death, % at 20 µM | actives 0.63% (n = 360,000) | AID 588492;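 active = compounds giving at least 50% protection of heart cells from peroxide-induced death in the single-dose screen, raw or plate-pattern-corrected value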;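 also: 0% = DMSO wells with peroxide and 100% = DMSO wells without peroxide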
SRC2 inh – human SRC2 (NCOA2) inhibition | HEK293 GAL4-SRC2 luciferase reporter, luminescence | inhibition, % at 9 µM | actives 0.17% (n = 370,000) | Q15596;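 active = inhibition above the mean inhibition of all tested compounds plus 3 SD, set per campaign, cut at about 52% in these data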;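 also: 0% = DMSO treated cells and 100% = cells given Gossypol at 36 µM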
NOD2 RIPK2 PPI – blocks binding of human NOD2 to RIPK2. O43353. CHO BLA complementation NOD2-RIPK2, CCF4 ratio. inhibition, % at 4.98 µM. actives 0.38% (n = 360,000). AID 624267; in the data active = inhibition above about 21%;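 also: 0% = vehicle only and 100% = reference blocker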
TLR9-MyD88 block – inhibitors of human TLR9-MyD88 binding; inhibition, % at 4.98 µM; CHO BLA complementation TLR9-MyD88, CCF4 FRET ratio; Q9NR96+Q99836; actives 0.21% (n = 340,000);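 active = inhibition above the mean over all tested compounds plus 3 SD, cut at about 21% in these data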;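 also: 0% = DMSO only wells and 100% = clavulanate BLA inhibitor control wells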
Target sequence (Q99836 whole entry, looked up): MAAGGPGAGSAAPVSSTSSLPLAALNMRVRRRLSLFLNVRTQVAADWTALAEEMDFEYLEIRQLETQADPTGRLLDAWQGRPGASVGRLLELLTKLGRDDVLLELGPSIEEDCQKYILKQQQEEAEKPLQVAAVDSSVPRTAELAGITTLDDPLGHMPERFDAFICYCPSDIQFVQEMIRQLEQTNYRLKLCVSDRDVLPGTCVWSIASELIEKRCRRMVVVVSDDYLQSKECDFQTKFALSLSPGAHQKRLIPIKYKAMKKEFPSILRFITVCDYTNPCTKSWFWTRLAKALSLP
Target sequence (Q9NR96 whole entry, looked up): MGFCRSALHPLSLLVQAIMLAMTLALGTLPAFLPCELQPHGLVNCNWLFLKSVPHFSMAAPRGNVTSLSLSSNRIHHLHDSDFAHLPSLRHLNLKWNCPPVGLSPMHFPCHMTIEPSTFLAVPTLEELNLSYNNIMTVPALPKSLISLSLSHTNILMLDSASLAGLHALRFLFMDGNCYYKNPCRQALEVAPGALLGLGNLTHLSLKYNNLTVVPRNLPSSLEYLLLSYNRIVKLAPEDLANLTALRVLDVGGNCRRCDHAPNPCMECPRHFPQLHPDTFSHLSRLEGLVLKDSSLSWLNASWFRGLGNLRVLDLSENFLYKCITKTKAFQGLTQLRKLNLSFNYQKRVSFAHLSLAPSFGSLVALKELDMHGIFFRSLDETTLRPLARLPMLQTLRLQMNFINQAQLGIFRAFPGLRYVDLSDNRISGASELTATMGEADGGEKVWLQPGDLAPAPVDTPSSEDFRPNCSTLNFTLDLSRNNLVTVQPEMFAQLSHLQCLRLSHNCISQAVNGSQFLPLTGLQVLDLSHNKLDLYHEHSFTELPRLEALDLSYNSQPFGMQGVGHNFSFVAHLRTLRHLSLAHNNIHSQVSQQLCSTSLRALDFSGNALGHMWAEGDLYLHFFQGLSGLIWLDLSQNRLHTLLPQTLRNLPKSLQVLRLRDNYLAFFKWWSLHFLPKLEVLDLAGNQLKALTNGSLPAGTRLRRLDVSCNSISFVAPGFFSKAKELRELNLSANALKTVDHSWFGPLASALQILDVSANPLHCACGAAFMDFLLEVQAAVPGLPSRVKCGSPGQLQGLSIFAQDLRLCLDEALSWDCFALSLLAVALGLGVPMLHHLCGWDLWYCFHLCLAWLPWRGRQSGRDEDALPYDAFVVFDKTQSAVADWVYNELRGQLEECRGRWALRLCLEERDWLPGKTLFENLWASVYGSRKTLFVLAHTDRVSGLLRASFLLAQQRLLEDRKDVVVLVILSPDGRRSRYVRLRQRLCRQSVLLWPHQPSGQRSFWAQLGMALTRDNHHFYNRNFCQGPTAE
ABCB6 inh MLPCN – blocks the human ABCB6 transporter. Q9NP58. K562-ABCB6 porphyrin accumulation, flow cytometry, 1 h; active compounds read low. fluorescence ratio to DMSO, % at 10 µM. actives 0.19% (n = 360,000). AID 602162;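 active = fluorescence ratio to DMSO below 75%, the collection mean minus 3 SD; inconclusive = too few cells collected in the well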;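 also: signal is porphyrin accumulated inside mitochondria; 100% equals median channel fluorescence of DMSO control wells; lower ratio means ABCB6 inhibition with less porphyrin fluorescence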
HTR2A ag – mouse HTR2A agonism via beta-arrestin recruitment | activation, % at 7.6 µM | P35363 | actives 0.66% (n = 360,000) | CHO-K1 mHTR2A beta-arrestin complementation, luminescence; percent of 30 µM serotonin response | AID 624169;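 active = activation above a run cutoff, the mean activation of all tested compounds plus 3 SD, cut at about 14% in these data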;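 also: 0% = plate median of compound wells and 100% = 30 µM serotonin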
MC4R ag barr – agonists of human melanocortin 4 receptor (MC4R) beta-arrestin. U2OS MC4R beta-arrestin complementation, luminescence; percent of melanotan II response, DMSO zero. activation, % at 8.9 µM. actives 0.98% (n = 360,000);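 active = activation above a per-plate cutoff, the mean activation of sample wells on that plate plus 3 SD, cut at about 8% in these data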
ABHD5 PLIN5 PPI – ABHD5-PLIN5 protein interaction inhibition | inhibition, % at 4 µM | AID 602281 | Split G. princeps luciferase complementation, luminescence, 4 h | actives 0.78% (n = 360,000);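 active = inhibition above the mean inhibition across every tested compound plus 3 SD, cut at about 22% in these data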;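 also: 0% = DMSO only wells and the 100% control is not disclosed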
MC4R antagonist – human MC4R antagonism in cAMP assay | MC4R-expressing cells, MTII-stimulated cAMP, LANCE TR-FRET | inhibition, % at 6.5 µM | AID 540295 | actives 0.48% (n = 360,000) | P32245;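 active = inhibition above its plate's cutoff, the mean of tested wells on that plate plus 3 SD, cut at about 29% in these data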;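 also: 0% = Melanotan II alone and 100% = Melanotan II plus saturating MCL0020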
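Assay system: U2OS-MC4R stable cell line; Also added: Melanotan II; Technique: Eu-cAMP/anti-cAMP TR-FRET, emission 671 nm; Times: 30-min compound, 1-h challenge, 1-h detection, room temperature.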
Glyco luc inh – blocks N-linked glycosylation in D54 reporter cells; D54 ERlucT glycosylation luciferase reporter, 24 h; percent of 100 nM tunicamycin response; reporter increase, % at 12.5 µM; actives 0.23% (n = 360,000);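 active = mean luciferase reporter signal, scaled so untreated is 0 and the glycosylation-blocking control 100, at or above a set limit in every replicate; inconclusive = mean reaches the limit but not every replicate does; inactive = mean below the limit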;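 also: luciferase carries N-glycosylation sites so blocking glycosylation raises the light; 0% = median of neutral control wells and 100% = median of 100 nM tunicamycin wells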
An asterisk follows results filed as active; ? = inconclusive; nt = not tested or not shown; & = joins results of further samples. Only part of the results is shown. The share of hits here may be higher or lower than overall.

The line under a structure holds: Cardio protect	SRC2 inh	NOD2 RIPK2 PPI	TLR9-MyD88 block	ABCB6 inh MLPCN	HTR2A ag	MC4R ag barr	ABHD5 PLIN5 PPI	MC4R antagonist	Glyco luc inh
> CCOc1cc(N2CCOCC2)c(OCC)cc1NC(=O)CN1CCCC1
  8	4	-5	-1	94	-1	-1.1	-1	10	2
> CC(=O)Nc1nc(CC(C)C)cc(-c2ccco2)c1C#N
  4	18	2	3	100	0	-1.2	-1	0	-2
> CCc1nc2ccccc2n1CC(=O)NC1CCS(=O)(=O)C1 (stereo not given)
  -3	-12	-10	-4	97	-2	-1.8	1	1	-2
> CCC(CC)CN1C(Nc2ccccc2)=NC[C@@H]1C
  -7	5	5	6	100	-1	-0.8	-6	5	0
> COc1ccccc1CNC(=O)CN1C(=O)N(C)C2(CCCCC2)C1=O
  2	-2	-3	-9	95	7	1.2	-10	3	1
> CCOC(=O)N/N=C/c1ccc(Oc2ccccc2)cc1
  -9	-26	-3	-1	94	-7	-1.4	-7	7	0
> O=C(c1ccc(COc2ccccc2Cl)o1)N1CCN(Cc2ccc3c(c2)OCO3)CC1
  7&-2	-29&-4	-5&9	-2&9	94&101	-8&-2	3.9&1.0	2&2	4&5	-2&0
> CCOCCCNC(=O)C1CCC(CNS(=O)(=O)c2ccc(OC)cc2)CC1 (stereo not given)
  -5	16	-1	-2	103	0	1.3	4	5	-3
> O=C(NNS(=O)(=O)c1ccccc1)c1ccccc1-n1cccc1
  0	-9	-4	-4	84	0	-1.5	-8	-1	1
> C/C(=N/NC(=O)CNC(=O)CCc1ccccc1)c1ccc(Cl)cc1
  4	17	1	-13	100	7	-1.7	7	-4	1
> COC(=O)c1ccc(C(=O)OC)c(NC(=O)CSCc2ccc(Cl)cc2)c1
  4	-3	-5	4	103	3	1.3	-1	-7	0
> COC(=O)CN(c1cc(C(F)(F)F)ccc1Cl)S(C)(=O)=O
  4	-3	5	5	97	-2	-2.3	-2	20	1
> COc1cc(C2Nc3c(F)cccc3C3C=CCC32)cc(Br)c1OC (stereo not given)
  -17	-3	-2	1	96	6	4.0	-3	15	-5
> O=C(c1cccc(C(F)(F)F)c1)C1CCCN(C(=O)CCCN2CCCC2=O)C1 (stereo not given)
  -2	15	-5	0	102	-3	-1.6	0	6	-1
> NC(=O)c1ccc(-n2nc(C(F)(F)F)c3c2CCCC3)cc1
  3	-10	-2	4	104	1	-2.1	-1	1	-3
> COc1cccc(N(C(=O)c2snc(C(N)=O)c2N)C(C(=O)NCC2CCCO2)c2ccc(F)cc2)c1 (stereo not given)
  2	9	-9	5	99	5	-0.8	4	3	0
> Cc1ccc(Cc2cnc(NC(=O)c3cccs3)s2)cc1
  -4	-51	6	8	93	-3	0.0	-4	4	-7
> COc1cccc(S(=O)(=O)N(C)C[C@@H]2OCc3cnnn3CCCC(=O)N([C@H](C)CO)C[C@H]2C)c1
  8	11	0	-4	97	0	1.3	6	12	0
> Cc1ccc(-c2nc3ccccc3c(=O)n2N)cc1
  12	-7	3	-9	94	-4	-2.9	-81	6	0
> O=C(N=C1c2ccccc2CN1c1ccc(F)c(F)c1)c1cccnc1
  2	-30	-4	-4	102	0	3.2	5	6	0
> COC(CNC(=O)c1ccc2c(c1)ncn2-c1cccc(C)c1)OC
  8	7	-8	3	102	0	-0.6	-6	15	0
> CC(C)COc1ccc(Cc2cnc(N)nc2N)cc1
  -2	-3	-3	-5	103	-8	-0.5	-2	0	-4
> CC1(C(=O)N2CC3(CC(c4ccccc4)=NO3)C[C@H]2C(=O)NCC(N)=O)CC1 (stereo not given in full)
  -4	-16	-9	-3	99	-1	-0.3	5	10	0
> COc1cc2c(cc1OC)C(C)N(C(=O)Nc1ccc(F)cc1)CC2 (stereo not given)
  5	-18	5	3	98	-4	0.6	-1	1	16
> CC(C)(C)c1ccc(C(=O)Nc2ccc(NC(=O)c3ccco3)cc2)cc1
  16	-7	-1	0	102	2	25*	-6	9	-6
> CC(C)CC(=O)Nc1ccc2c(c1)nc(CCN1CCOCC1)n2C
  -1	-53	0	0	103	8	-2.2	-1	-5	0
> CSc1nsc(SCC(=O)Nc2ccc(Cl)c(C(=O)O)c2)n1
  -2	-4	0	-3	93	2	-1.8	-12	0	0
> Cc1cccc(NC(=O)CSc2nnc(CNC(=O)c3ccc(S(=O)(=O)N(C)C)cc3)n2-c2ccc(F)cc2)c1
  5	2	-5	-16	97	4	2.4	5	8	0
> O=C1S/C(=C\c2ccc(N3CCOCC3)o2)C(=O)N1Cc1c(F)cccc1Cl
  -6	1	-4	8	283	0	-0.6	17	18	3
> COc1ccc(-c2nc(N)c(C#N)c(-c3cccnc3)c2C)cc1
  -2	-13	-10	-9	97	5	-1.3	7	8	1
> COC(=O)Cn1c(=O)c2c(nc(Br)n2CC(=O)OC)n(C)c1=O
  7	nt	4	-3	100	2	0.1	-6	-2	2
> COc1ccc(CNS(=O)(=O)c2ccc(F)c(C(=O)Nc3ccccc3OC)c2)cc1
  -10	19	1	2	99	-1	5.1	-5	4	-2
> O=C(/C=C/c1ccccc1)N1CCN(Cc2nc3ccccc3c(=O)[nH]2)CC1
  12	5	15	0	100	0	-1.3	7	2	3
> CC(C)Cn1c(N)c(C(=O)COC(=O)C2CC(=O)N(c3ccc4c(c3)OCCO4)C2)c(=O)n(C)c1=O (stereo not given)
  -11	-23	-1	-6	100	-2	-2.0	-4	16	1
> Cc1ccc(NC(=O)C(c2ccccc2)N2CCN(C(=O)c3ccco3)CC2)cc1 (stereo not given)
  0	-21	8	-9	98	1	-0.5	-2	12	0
> CCN1C(N(C)CCc2cccs2)=N[C@@H](c2ccccc2)C(C(=O)OC)=C1C
  -5	-13	-2	-1	96	-8	-0.9	-3	3	-1
> CCc1ccccc1NC(=O)Cn1nnc(C(=O)NCc2cccs2)c1N
  0	-4	0	1	101	-1	0.8	2	-22	?
> CN1CCN(c2ccc(NC(=O)c3ccc(Cl)cc3Cl)cc2)CC1
  1	-28	-2	0	106	-5	0.2	4	0	1
> COCCn1c(SCC(=O)NC(=O)NCc2ccccc2)nc2ccccc21
  2	18	-8	-6	98	-3	-0.9	1	8	-2
> O=C(Nc1ccccc1)N1CCN(Cc2ccc3c(c2)OCO3)CC1
  3	-24	-5	-1	95	-1	-0.2	2	2	0
> O=C(NNC(=O)c1ccccc1O)c1ccc(Cl)c(S(=O)(=O)N2CCCCC2)c1
  30	1	2	-3	101	2	-2.8	11	5	-2
> COC(=O)c1[nH]c2cccc(OC)c2c1NC(=O)CN1CCN(c2cccc(OC)c2)C(C)C1 (stereo not given)
  10	-21	-2	-13	100	-3	0.6	11	4	-3
> CCOC(=O)c1sc(NC(=O)C(CC)Sc2nccn2C)nc1C (stereo not given)
  0	5	0	1	97	2	1.1	0	0	0
> CC(=O)c1cccc(NC(=O)N2CCN(S(C)(=O)=O)CC2)c1
  -2	nt	1	0	101	2	-0.8	-1	0	1
> O=C(Nc1cc(Oc2ccccc2)cc([N+](=O)[O-])c1)C12CC3CC(C1)CC(n1cnc(Cl)n1)(C3)C2
  -3	-23	7	-1	98	-5	-1.5	-6	7	-6
> O=C1N(Cc2cccnc2)C[C@@H]2C[C@@H](c3ccc4nonc4c3)N3CCC[C@@]123
  4	7	1	9	104	-2	4.6	0	15	3
> Cc1ccc(-n2c(-c3cc(C)n(C)n3)n[nH]c2=S)cc1
  -5	17	9	4	108	6	-1.8	0	4	0
> Cc1ccc(NNC(=O)C(O)(c2cccc(C(F)(F)F)c2)c2cccc(C(F)(F)F)c2)cc1
  -13	0	0	-10	96	-2	0.2	-21	8	-4
> COC(=O)c1sc(=S)n(-c2cc(F)ccc2F)c1N
  8	-8	-4	-7	97	-1	-0.3	3	-8	0
> Cc1nnc(Oc2ccccc2)c2ccccc12
  1	-36	2	-8	95	-2	-0.9	6	6	1
> CC(C)OC(=O)c1cc(C(=O)c2cc(Cl)ccc2O)coc1=N
  -3	-6	1	-10	120	-2	-1.7	8	19	1
> COc1ccccc1N1C(=O)CC(Sc2n[nH]c(-c3cccc(C)c3)n2)C1=O (stereo not given)
  -20	-4	-3	0	103	0	-2.0	4	8	-1
> COc1ccc(/C(C)=N/N2C(=O)c3ccccc3NC2c2ccc(O)c(OC)c2)cc1 (stereo not given)
  -10	-52	-3	-3	101	-3	-0.7	9	17	1
> COc1ccc(C(=O)NCc2ccccc2CN2CCCC2)cc1S(=O)(=O)N1CCOCC1
  9	-7	6	-3	97	-7	-1.9	4	-2	-2
> CCN1CCN(c2cc(C)c3cc(NC(=O)c4cnccn4)ccc3n2)CC1
  32	-24	-1	-7	103	-4	0.3	14	-8	-3
> CCn1nc(C(=O)OCC(=O)c2ccc3c(c2)OCCO3)c2ccccc2c1=O
  11	-3	3	-8	95	8	-0.9	0	-1	1
> S=C(NC1CCCCC1)N1CCn2cccc2C1c1ccncc1 (stereo not given)
  -7	-17	-7	10	96	2	-1.1	-3	7	3
> Cc1ccc(-n2nnnc2-c2cnc3cc4c(cc3c2C)OCO4)cc1
  -6	-12	-3	6	100	8	2.7	4	2	1
> COc1cc(OC)c(NC(=O)CCNC(=O)Cn2ccc3ccccc3c2=O)cc1Cl
  0	-34	-8	-11	97	1	-0.2	1	11	3
> CN1CCN(CCCNC(=O)c2ccc(/C=C3\Sc4ccccc4N(Cc4ccc(F)cc4)C3=O)cc2)CC1
  -12	1	2	0	97	-12	3.3	13	-5	-8

New compounds follow
The line under a structure holds: Cardio protect	SRC2 inh	NOD2 RIPK2 PPI	TLR9-MyD88 block	ABCB6 inh MLPCN	HTR2A ag	MC4R ag barr	ABHD5 PLIN5 PPI	MC4R antagonist	Glyco luc inh
> COC(=O)c1cccc(N2C(=O)C[C@](Sc3ccc(C)cc3)(C(=O)OC)[C@H]2c2ccccc2)c1
  nt	24	6	nt	99	3	nt	-2	nt	nt
> Cc1ccc(NC(=O)CN2C(=O)C(C)Oc3ccccc32)nc1 (stereo not given)
  5	nt	3	0	99	2	0.3	-4	1	-2
> O=C(CCC(=O)Nc1ccccc1)NNC(=O)c1ccccc1Cl
  5	3	1	8	95	9	-3.8	-1	14	1
> CCC(C)C(=O)Nc1ccc(OC)cc1OC (stereo not given)
  3	-16	-4	4	105	7	1.3	3	-1	1
> Cc1cc2oc(C(=O)Nc3cccnc3)c(C)c2cc1C
  -18	-10	-7	6	99	-3	0.2	-1	-2	2
> CCCN(Cc1cc2cc(OC)ccc2[nH]c1=O)C(=O)c1ccco1
  1	5	5	4	102	1	-1.8	-2	8	1
> O=C(C1CCCCC1)N1CCC(n2nnc3ccccc32)CC1
  2	14	-4	-6	90	-1	-1.7	-5	4	-1
> COc1ccccc1C(=O)NC(=O)COC(=O)c1ccc(Br)o1
  20	-10	-3	1	101	0	-3.3	0	-2	0
> O=C(CN(C(=O)CNC(=O)c1ccco1)c1ccc2c(c1)OCO2)NC1CCCCC1
  -7	-2	2	2	90	1	-0.2	7	8	0
